NSD2 inh: blocks human NSD2 histone methyltransferase activity. NSD2-SET H3K36me1 DELFIA fluorescence, biochemical. 44,000 tested, 0.07% active. inhibition, % at 12.5 µM. O96028. AID 624260; in the data active = inhibition above about 54%, passing the limit was not always enough;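 note: inhibitors reduce the monomethyl H3K36 fluorescence signal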
Target sequence (O96028 whole entry, looked up): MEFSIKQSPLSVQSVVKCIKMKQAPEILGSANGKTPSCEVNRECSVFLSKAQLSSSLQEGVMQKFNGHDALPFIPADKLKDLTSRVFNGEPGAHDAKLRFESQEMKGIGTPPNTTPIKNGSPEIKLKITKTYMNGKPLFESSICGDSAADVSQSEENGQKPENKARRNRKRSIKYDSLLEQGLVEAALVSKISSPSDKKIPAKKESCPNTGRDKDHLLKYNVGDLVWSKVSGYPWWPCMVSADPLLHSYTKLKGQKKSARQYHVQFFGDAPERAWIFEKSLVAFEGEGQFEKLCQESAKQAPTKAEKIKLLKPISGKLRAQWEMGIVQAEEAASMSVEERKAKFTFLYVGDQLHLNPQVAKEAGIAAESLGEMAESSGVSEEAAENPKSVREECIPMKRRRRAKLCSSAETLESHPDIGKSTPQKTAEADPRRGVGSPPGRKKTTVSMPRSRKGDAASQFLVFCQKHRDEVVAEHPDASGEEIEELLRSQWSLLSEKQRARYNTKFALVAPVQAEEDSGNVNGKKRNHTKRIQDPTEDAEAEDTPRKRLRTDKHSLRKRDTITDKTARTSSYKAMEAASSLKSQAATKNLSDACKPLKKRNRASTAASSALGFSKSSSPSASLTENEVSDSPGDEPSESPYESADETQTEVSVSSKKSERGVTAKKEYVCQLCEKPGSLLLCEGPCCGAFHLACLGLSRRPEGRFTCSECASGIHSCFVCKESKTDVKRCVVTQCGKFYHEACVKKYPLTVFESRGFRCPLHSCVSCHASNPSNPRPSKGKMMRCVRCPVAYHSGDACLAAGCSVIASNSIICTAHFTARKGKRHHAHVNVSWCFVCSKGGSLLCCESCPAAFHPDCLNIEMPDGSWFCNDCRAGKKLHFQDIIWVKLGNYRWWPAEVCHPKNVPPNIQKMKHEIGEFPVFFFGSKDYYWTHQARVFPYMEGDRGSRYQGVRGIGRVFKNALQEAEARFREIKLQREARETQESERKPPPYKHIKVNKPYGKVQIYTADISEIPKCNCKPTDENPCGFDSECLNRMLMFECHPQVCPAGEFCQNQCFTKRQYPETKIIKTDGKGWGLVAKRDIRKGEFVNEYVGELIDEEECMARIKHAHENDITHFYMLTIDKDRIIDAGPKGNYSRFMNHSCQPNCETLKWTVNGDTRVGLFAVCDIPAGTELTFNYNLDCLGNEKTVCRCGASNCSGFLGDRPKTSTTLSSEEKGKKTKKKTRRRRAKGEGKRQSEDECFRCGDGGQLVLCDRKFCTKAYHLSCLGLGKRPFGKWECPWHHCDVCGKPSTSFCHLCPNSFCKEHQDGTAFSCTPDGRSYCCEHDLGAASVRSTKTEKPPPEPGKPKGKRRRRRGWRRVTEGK
* marks the source's active call; other numbers are inactive results. A portion of the library; the hit share may differ from the screen's.

Preview:
no.	NSD2 inh	SMILES
1	2	Cc1cc(C(=O)Nc2cccc3c2O[C@@H](CN(C)S(=O)(=O)c2cccs2)[C@@H](C)CN([C@H](C)CO)C3=O)n(C)n1
2	8	CC1Cc2ccc(F)cc2CN1C(=O)c1ccc(COc2ccccc2Br)o1 (centres undefined)
3	7	COC(=O)N(C)C[C@H]1OCc2cnnn2CCCC(=O)N([C@H](C)CO)C[C@H]1C

Main list, from the start:
no.	NSD2 inh	SMILES
1	2	Cc1cc(C(=O)Nc2cccc3c2O[C@@H](CN(C)S(=O)(=O)c2cccs2)[C@@H](C)CN([C@H](C)CO)C3=O)n(C)n1
2	8	CC1Cc2ccc(F)cc2CN1C(=O)c1ccc(COc2ccccc2Br)o1 (centres undefined)
3	7	COC(=O)N(C)C[C@H]1OCc2cnnn2CCCC(=O)N([C@H](C)CO)C[C@H]1C
4	-2	C[C@H]1CN([C@@H](C)CO)C(=O)c2cccc(NC(=O)Nc3cccc4ccccc34)c2O[C@H]1CN(C)S(=O)(=O)c1cccs1
5	-1	C[C@H](CO)N1C[C@H](C)[C@@H](CN(C)Cc2ccc3c(c2)OCO3)Oc2ccc(NC(=O)CCC(F)(F)F)cc2C1=O
6	-1	C[C@@H]1CN([C@@H](C)CO)C(=O)Cc2cc(NC(=O)CCCCCC(=O)Nc3ccccc3N)ccc2O[C@H]1CN(C)C(=O)Nc1ccc(F)cc1
7	-142	C[C@@H]1CN([C@H](C)CO)C(=O)c2cc(-c3ccncc3)cnc2O[C@H]1CN(C)S(=O)(=O)c1ccc(F)cc1
8	-1	C[C@H]1CN([C@@H](C)CO)S(=O)(=O)c2ccc(-c3ccccc3F)cc2O[C@@H]1CN(C)Cc1ccncc1
9	3	CCNC(=O)N1CCN(CCCC(c2ccc(F)cc2)c2ccc(F)cc2)CC1
10	3	CC(C)NC(=O)N(C)C[C@H]1Oc2ccc(NC(=O)Cn3cnnn3)cc2CC(=O)N([C@H](C)CO)C[C@@H]1C
11	1	COC(=O)CCCCCCC(=O)N/N=C/c1ccco1
12	10	COc1ccc([Si](C)(C)[C@H]2[C@H](CCn3cc(CCO)nn3)O[C@@]3(C(=O)N(Cc4ccc(N5C(=O)c6cccc7cccc5c67)cc4)c4ccccc43)[C@@H]2C)cc1
13	2	COc1ccccc1-c1ccc2c(c1)O[C@H](CN(C)C)[C@@H](C)CN([C@@H](C)CO)S2(=O)=O
14	6	C[C@@H]1CN([C@@H](C)CO)C(=O)Cc2cc(NS(=O)(=O)c3ccc(Cl)cc3)ccc2O[C@H]1CN(C)C(=O)NC1CCCCC1
15	0	C[C@H](CO)N1C[C@H](C)[C@H](CN(C)C(=O)Nc2ccccc2)Oc2ccc(NC(=O)Nc3ccccc3)cc2C1=O
16	-6	O=C(CCCCCC(=O)Nc1ccccc1O)N/N=C/c1ccc(O)cc1
17	1	CC(=O)N(C)C[C@@H]1Oc2cc(C#CCC3CCCC3)ccc2S(=O)(=O)N([C@H](C)CO)C[C@H]1C
18	2	Cc1ccc(S(=O)(=O)N(C)C[C@H]2Oc3ccc(NC(=O)NC4CCCCC4)cc3CC(=O)N([C@@H](C)CO)C[C@H]2C)cc1
19	-2	C[C@@H]1CN([C@H](C)CO)C(=O)c2cc(NS(=O)(=O)c3cccs3)ccc2O[C@@H]1CN(C)S(=O)(=O)c1ccc(F)cc1
20	-3	C[C@H](CO)N1C[C@H](C)[C@@H](CN(C)C)OCCCC[C@H](C)Oc2ccc(NC(=O)CCCN(C)C)cc2C1=O
21	3	COc1ccccc1-c1cnc2c(c1)C(=O)N([C@@H](C)CO)C[C@H](C)[C@@H](CN(C)CC1CCCC1)O2
22	-5	C[C@H]1CN([C@@H](C)CO)C(=O)c2cc(-c3cccnc3)cnc2O[C@H]1CN(C)Cc1ccc(Oc2ccccc2)cc1
23	-6	CN(C)CC(=O)Nc1ccc2c(c1)[C@@H]1C[C@H](CC(=O)N(C)C)O[C@@H](CO)[C@@H]1O2
24	2	COc1cccc(NC(=O)N(C)C[C@H]2OCc3cnnn3CCCC(=O)N([C@H](C)CO)C[C@H]2C)c1
25	3	C[C@@H]1CN([C@H](C)CO)S(=O)(=O)c2ccc(C#CCN(C)C)cc2O[C@H]1CN(C)S(=O)(=O)c1cccc(F)c1
26	-4	Cc1ccc(S(=O)(=O)N(C)C[C@@H]2Oc3c(NC(=O)Nc4ccc(C(F)(F)F)cc4)cccc3C(=O)N([C@@H](C)CO)C[C@H]2C)cc1
27	5	C[C@H]1CN([C@@H](C)CO)S(=O)(=O)c2ccc(C#CCN(C)C)cc2O[C@@H]1CN(C)Cc1ccccn1
28	6	C[C@@H]1CN([C@@H](C)CO)C(=O)c2cc(C#Cc3cccnc3)cnc2O[C@@H]1CN(C)C
29	2	CNC[C@@H]1Oc2ncc(C#Cc3ccccc3F)cc2C(=O)N([C@@H](C)CO)C[C@@H]1C
30	2	C[C@H]1CN([C@@H](C)CO)S(=O)(=O)c2ccc(-c3ccc(C#N)cc3)cc2O[C@@H]1CN(C)Cc1cccc(F)c1
31	6	COc1ccc(S(=O)(=O)Nc2ccc3c(c2)C(=O)N([C@@H](C)CO)C[C@@H](C)[C@@H](CN(C)S(C)(=O)=O)OCCCC[C@@H](C)O3)cc1
32	2	COc1ccc(NC(=O)Nc2ccc3c(c2)CC(=O)N([C@@H](C)CO)C[C@H](C)[C@H](CN(C)Cc2ccc(-c4ccccc4)cc2)O3)cc1
33	-5	O=C(C1=C[C@@H](c2ccc(C(F)(F)F)cc2)C[C@@H](OCCCCO)O1)N1CCN(Cc2ccc3c(c2)OCO3)CC1
34	-2	c1ccc(-c2cc3ccccc3[nH]2)cc1
35	-1	C[C@H](CO)N1C[C@H](C)[C@H](CN(C)S(C)(=O)=O)Oc2cc(C#CCN(C)C)ccc2S1(=O)=O
36	2	C[C@@H]1CN([C@H](C)CO)C(=O)Cc2cc(NS(=O)(=O)c3ccc(F)cc3)ccc2O[C@H]1CN(C)S(=O)(=O)c1cn(C)cn1
37	6	CC(C)NC(=O)Nc1ccc2c(c1)CC(=O)N([C@@H](C)CO)C[C@@H](C)[C@H](CN(C)Cc1ccc(C(=O)O)cc1)O2
38	-5	COCC(=O)N(C)C[C@@H]1Oc2cc(-c3ccc(C)cc3)ccc2S(=O)(=O)N([C@@H](C)CO)C[C@H]1C
39	2	C[C@H]1CN([C@@H](C)CO)C(=O)c2cc(C#CCC3CCCC3)cnc2O[C@H]1CN(C)C(=O)c1cnccn1
40	7	C=C1C(=O)O[C@H]2C1[C@H](OC(=O)/C(C)=C/CO)C/C(C)=C\CC[C@@]1(CO)OC21 (some centres undefined)
41	2	COC(=O)CCCCCCC(=O)N/N=C/c1cc(F)ccc1O
42	-2	COc1ccc(CN(C)C[C@H]2Oc3ccc(NS(=O)(=O)c4ccc(OC)cc4)cc3CC(=O)N([C@H](C)CO)C[C@@H]2C)cc1
43	1	C[C@H](CO)N1C[C@H](C)[C@@H](CN(C)C(=O)Nc2ccnc(N3CCOCC3)c2)OCc2ccccc2-c2ccccc2C1=O
44	-1	C[C@@H]1CN([C@H](C)CO)C(=O)c2cc(NS(=O)(=O)c3ccc(F)cc3)ccc2O[C@@H](C)CCCCO[C@@H]1CN(C)CC1CCCCC1
45	-4	C[C@@H]1CN([C@@H](C)CO)C(=O)Cc2cc(NC(=O)Nc3ccccc3)ccc2O[C@@H]1CN(C)Cc1ccccc1
46	-2	C[C@@H]1CN([C@H](C)CO)C(=O)c2cc(NS(=O)(=O)c3ccc(Cl)cc3)ccc2O[C@@H]1CN(C)Cc1ccc(C(=O)Nc2ccccc2N)cc1
47	4	Cc1ccc(-c2ccc3c(c2)O[C@@H](CN(C)C)[C@@H](C)CN([C@@H](C)CO)S3(=O)=O)cc1
48	-1	CCC(=O)N(C)C[C@H]1Oc2cc(-c3ccc(C)cc3)ccc2S(=O)(=O)N([C@@H](C)CO)C[C@@H]1C
49	-2	C[C@@H]1CN([C@H](C)CO)C(=O)Cc2cc(NC(=O)Nc3ccccc3)ccc2O[C@@H]1CN(C)C(=O)Nc1ccccc1
50	0	C[C@H](CO)N1C[C@H](C)[C@H](CN(C)S(=O)(=O)c2cn(C)cn2)OCCCC[C@H](C)Oc2ccc(NC(=O)CCCN(C)C)cc2C1=O
51	1	C[C@@H]1CN([C@H](C)CO)C(=O)Cc2cc(NC(=O)C3CC3)ccc2O[C@H]1CN(C)Cc1ccncc1
52	8	C/C=C/c1ccc2c(c1)O[C@H](CN(C)C(=O)C1CCCCC1)[C@@H](C)CN([C@@H](C)CO)S2(=O)=O
53	1	C[C@H](CO)N1C[C@H](C)[C@@H](CN(C)C(=O)NC2CCCCC2)Oc2ccc(NC(=O)Cc3ccccc3)cc2C1=O
54	5	Cc1noc(C)c1NC(=O)Nc1ccc2c(c1)C(=O)N([C@@H](C)CO)C[C@@H](C)[C@H](CN(C)Cc1ccc(-c3ccccc3)cc1)O2
55	1	COC(=O)CCCCCCC(=O)N/N=C/c1cc(OC)c(OC)cc1Br
56	8	Cc1noc(C)c1S(=O)(=O)N(C)C[C@H]1OCCCC[C@@H](C)Oc2ccc(NC(=O)CCCN(C)C)cc2C(=O)N([C@@H](C)CO)C[C@H]1C
57	-1	Cc1noc(C)c1S(=O)(=O)N(C)C[C@@H]1Oc2c(NS(=O)(=O)c3cn(C)cn3)cccc2C(=O)N([C@H](C)CO)C[C@H]1C
58	-6	C[C@H](CO)N1C[C@H](C)[C@H](CN(C)S(=O)(=O)c2ccc(F)cc2)Oc2ncc(C#Cc3ccc(C(F)(F)F)cc3)cc2C1=O
59	5	CC(C)=CCN[C@H](CO)c1ccccc1
60	1	COc1ccc(C2CC(=O)c3ccc(OC)cc3O2)cc1 (centres undefined)

Four entries from above in a different format.
item	SMILES	NSD2 inh
49	C[C@@H]1CN([C@H](C)CO)C(=O)Cc2cc(NC(=O)Nc3ccccc3)ccc2O[C@@H]1CN(C)C(=O)Nc1ccccc1	-2
50	C[C@H](CO)N1C[C@H](C)[C@H](CN(C)S(=O)(=O)c2cn(C)cn2)OCCCC[C@H](C)Oc2ccc(NC(=O)CCCN(C)C)cc2C1=O	0
51	C[C@@H]1CN([C@H](C)CO)C(=O)Cc2cc(NC(=O)C3CC3)ccc2O[C@H]1CN(C)Cc1ccncc1	1
52	C/C=C/c1ccc2c(c1)O[C@H](CN(C)C(=O)C1CCCCC1)[C@@H](C)CN([C@@H](C)CO)S2(=O)=O	8

The results go on.
no.	NSD2 inh	SMILES
61	40	C[C@H]1CN([C@@H](C)CO)C(=O)c2cccc(NS(C)(=O)=O)c2O[C@H]1CN(C)Cc1ccc2c(c1)OCO2
62	4	COc1ccc(S(=O)(=O)Nc2ccc3c(c2)C(=O)N([C@H](C)CO)C[C@@H](C)[C@@H](CN(C)Cc2ccc(-c4ccccc4)cc2)O3)cc1
63	7	COc1ccc(S(=O)(=O)Nc2cccc3c2O[C@H](CN(C)C)[C@@H](C)CN([C@H](C)CO)C3=O)cc1
64	1	Cc1ccc(S(=O)(=O)N(C)C[C@H]2Oc3ccc(NC(=O)NC4CCCCC4)cc3C(=O)N([C@@H](C)CO)C[C@H]2C)cc1
65	2	Cc1noc(C)c1S(=O)(=O)Nc1ccc2c(c1)CC(=O)N([C@H](C)CO)C[C@H](C)[C@H](CN(C)Cc1ccccc1)O2
66	3	COc1ccc(S(=O)(=O)N(C)C[C@@H]2Oc3ccc(NC(=O)Cn4cnnn4)cc3C(=O)N([C@@H](C)CO)C[C@@H]2C)cc1
67	18	C[C@H](CO)N1C[C@H](C)[C@H](CN(C)C(=O)NC2CCCCC2)OCCCC[C@H](C)Oc2ccc(NC(=O)c3ccccc3)cc2C1=O
68	4	C[C@H]1CN([C@@H](C)CO)C(=O)c2cc(NC(=O)CCN3CCOCC3)ccc2O[C@@H]1CN(C)C(=O)Nc1ccc(F)cc1
69	-3	CC(C)C#Cc1ccc2c(c1)O[C@@H](CN(C)S(=O)(=O)c1cn(C)cn1)[C@H](C)CN([C@@H](C)CO)S2(=O)=O
70	-4	C[C@H](CO)N1C[C@H](C)[C@@H](CN(C)S(=O)(=O)c2ccc(F)cc2)OCCCC[C@H](C)Oc2ccc(NC(=O)Cc3ccccc3)cc2C1=O
71	2	C[C@@H]1CN([C@@H](C)CO)C(=O)c2cc(Br)cnc2O[C@H]1CN(C)Cc1ccncc1
72	2	C[C@@H]1CN([C@@H](C)CO)C(=O)c2cc(NC(=O)CCC(F)(F)F)ccc2O[C@@H]1CN(C)Cc1ccc(C(F)(F)F)cc1
73	17	C[C@H](CO)N1C[C@H](C)[C@H](CN(C)S(=O)(=O)c2cn(C)cn2)OCCCC[C@H](C)Oc2ccc(NS(=O)(=O)c3cn(C)cn3)cc2C1=O
74	-5	C[C@@H]1CN([C@@H](C)CO)C(=O)c2cc(/C=C/c3ccccc3)cnc2O[C@H]1CN(C)C(=O)Nc1ccc(C(F)(F)F)cc1
75	1	C[C@@H]1CN([C@@H](C)CO)C(=O)Cc2cc(NS(=O)(=O)c3cccs3)ccc2O[C@H]1CN(C)Cc1ccncc1

A stretch of the results above:
no.	NSD2 inh	SMILES
62	4	COc1ccc(S(=O)(=O)Nc2ccc3c(c2)C(=O)N([C@H](C)CO)C[C@@H](C)[C@@H](CN(C)Cc2ccc(-c4ccccc4)cc2)O3)cc1
63	7	COc1ccc(S(=O)(=O)Nc2cccc3c2O[C@H](CN(C)C)[C@@H](C)CN([C@H](C)CO)C3=O)cc1
64	1	Cc1ccc(S(=O)(=O)N(C)C[C@H]2Oc3ccc(NC(=O)NC4CCCCC4)cc3C(=O)N([C@@H](C)CO)C[C@H]2C)cc1

(more compounds)
no.	NSD2 inh	SMILES
76	1	COc1ccc(C2=NOC(C(=O)NO)C2)cc1OC1CCCC1 (centres undefined)
77	2	CO[C@H](CN(C)S(=O)(=O)c1cn(C)cn1)[C@@H](C)CN(C(=O)Nc1ccc(C(F)(F)F)cc1)[C@H](C)CO
78	0	C[C@@H]1CN([C@@H](C)CO)C(=O)c2cccc(NC(=O)c3ccc(-c4nccs4)cc3)c2O[C@@H]1CN(C)S(C)(=O)=O
79	-2	C[C@H](CO)N1C[C@H](C)[C@H](CN(C)Cc2ccccc2)OCCCC[C@H](C)Oc2ccc(NC(=O)Cc3ccccc3)cc2C1=O
80	-195	COCC(=O)N(C)C[C@H]1Oc2cc(-c3ccccc3F)ccc2S(=O)(=O)N([C@@H](C)CO)C[C@H]1C
81	-3	C[C@@H]1CN([C@@H](C)CO)C(=O)Cc2cc(NC(=O)C3CC3)ccc2O[C@H]1CN(C)C(=O)Nc1ccc2c(c1)OCO2
82	4	C[C@@H]1CN([C@@H](C)CO)C(=O)c2cc(NS(=O)(=O)c3ccc(Cl)cc3)ccc2O[C@H]1CN(C)CC1CC1

Assay outcomes (PubChem BioAssay)
